Screening data from PubChem BioAssay.
Casp6 inh: human caspase-6 inhibitors, primary screen, biochemical, VEID-R110 fluorescence, single point, set 2; P55212; AID 686996, 2013; inhibition, % at 12.5 µM; purified caspase-6, Z-VEID-R110 cleavage fluorescence; hit rate 0.53% among 350,000;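 active means mean inhibition across replicates at least about 35%, with every replicate also reaching that limit, limit read from the data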;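 further: 0% = median of neutral control wells and 100% = no fluorescence left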
ERp5 inh: inhibitors of ERp5-driven insulin aggregation, primary screen, biochemical, turbidity, absorbance 650 nm, single point | 90 min | inhibition, % at 9.99 µM | hit rate 0.05% among 350,000 | AID 651711, 2012;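 active means mean replicate inhibition above about 25%, with every replicate also reaching it, limit read from the data, passing the limit was not always enough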
RAD54 inh: inhibitors of human RAD54 branch migration, primary screen, biochemical, fluorescence, single point | DNA repair and recombination protein RAD54-like (Homo sapiens), Q92698 | RAD54 Holliday junction branch migration, FAM/BHQ fluorescence | inhibition, % at 10.4 µM | hit rate 0.14% among 360,000 | AID 602329, 2012;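 active means mean normalized replicate activity at least 40 and at least half of replicates scoring 40 or more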;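 further: 0% = median of neutral control wells and 100% = median of positive control wells; inhibitors cause a drop in the FAM fluorescence signal; in these data hits start at about 50%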
ARNT-TACC3 inh: disruptors of ARNT/TACC3 protein interaction, primary screen, biochemical, AlphaScreen, single concentration. Transforming acidic coiled-coil-containing protein 3 (Homo sapiens), Q9Y6A5. AlphaScreen His-ARNT PAS-B/GST-TACC3 binding, luminescence; TACC3 fragment carries E629A point mutation. inhibition, % at 9.99 µM. hit rate 0.66% among 390,000. AID 623870, 2012;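 active means mean inhibition of replicates at least 50% and at least half of replicates each reaching 50%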;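 further: 0% = complete ARNT plus TACC3 wells and 100% = ARNT alone without TACC3; many hits fall short of the cut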
RAD52 inh: RAD52 DNA annealing inhibitors, primary screen, biochemical, FRET, single point, set 2 | DNA repair protein RAD52 homolog (Homo sapiens), P43351 | recombinant RAD52 DNA annealing, FRET fluorescence | inhibition, % at 18.7 µM | hit rate 0.46% among 360,000 | AID 651710, 2012;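 active means every replicate showing at least 50% inhibition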
Target sequence (P43351 whole entry, looked up): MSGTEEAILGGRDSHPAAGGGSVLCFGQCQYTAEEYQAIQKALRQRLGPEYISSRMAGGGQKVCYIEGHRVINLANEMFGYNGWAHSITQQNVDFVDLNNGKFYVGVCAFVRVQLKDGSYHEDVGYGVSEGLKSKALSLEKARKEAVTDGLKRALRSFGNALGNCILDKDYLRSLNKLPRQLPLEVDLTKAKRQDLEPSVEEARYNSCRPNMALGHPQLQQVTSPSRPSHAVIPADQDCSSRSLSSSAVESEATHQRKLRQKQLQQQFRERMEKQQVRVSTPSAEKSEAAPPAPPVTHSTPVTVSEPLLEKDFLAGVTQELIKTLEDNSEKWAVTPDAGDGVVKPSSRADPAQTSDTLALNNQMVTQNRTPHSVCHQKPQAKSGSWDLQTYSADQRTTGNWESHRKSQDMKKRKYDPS
PglD DTNB: C. jejuni PglD acetyltransferase inhibitors, primary screen, biochemical, DTNB colorimetric, single point; inhibition, % at 12.5 µM; hit rate 0.098% among 360,000; UDP-N-acetylbacillosamine N-acetyltransferase PglD (Campylobacter jejuni); purified PglD enzyme, DTNB colorimetric CoA detection; in the data active means inhibition above about 16%, passing the limit was not always enough; further: strong numbers were not always called active
esBAF inh: Bmi1 luciferase reporter increase in mESCs, primary screen, esBAF inhibitor project, mouse ES cells, Bmi1 luciferase knock-in, single point; hit rate 2% among 350,000; 24 h; 100% = twice the neutral-well signal; reporter increase, % at 12.5 µM; in the data active means activation above about 40%;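 further: 0% = median of the plate's neutral control wells and 100% = double that signal; a rise in the Bmi1 reporter signal indicates esBAF inhibition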
E-sel inducer: E-selectin induction in HUVECs, primary screen, imaging, HUVEC, immunofluorescence imaging, single point | P16581 | normalized: neutral wells 0, TNF-alpha wells 100 | activation, % at 7.58 µM | hit rate 0.37% among 260,000;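 active means mean E-selectin-positive cell signal at least 10% of the positive control, reached in at least 60% of replicates, without over 20% cell loss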;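 further: in these data hits start at about 27%; measured in HUVEC primary endothelial cells; signal is the percent of cells scored E-selectin positive by PE staining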
Target sequence (P16581 whole entry, looked up): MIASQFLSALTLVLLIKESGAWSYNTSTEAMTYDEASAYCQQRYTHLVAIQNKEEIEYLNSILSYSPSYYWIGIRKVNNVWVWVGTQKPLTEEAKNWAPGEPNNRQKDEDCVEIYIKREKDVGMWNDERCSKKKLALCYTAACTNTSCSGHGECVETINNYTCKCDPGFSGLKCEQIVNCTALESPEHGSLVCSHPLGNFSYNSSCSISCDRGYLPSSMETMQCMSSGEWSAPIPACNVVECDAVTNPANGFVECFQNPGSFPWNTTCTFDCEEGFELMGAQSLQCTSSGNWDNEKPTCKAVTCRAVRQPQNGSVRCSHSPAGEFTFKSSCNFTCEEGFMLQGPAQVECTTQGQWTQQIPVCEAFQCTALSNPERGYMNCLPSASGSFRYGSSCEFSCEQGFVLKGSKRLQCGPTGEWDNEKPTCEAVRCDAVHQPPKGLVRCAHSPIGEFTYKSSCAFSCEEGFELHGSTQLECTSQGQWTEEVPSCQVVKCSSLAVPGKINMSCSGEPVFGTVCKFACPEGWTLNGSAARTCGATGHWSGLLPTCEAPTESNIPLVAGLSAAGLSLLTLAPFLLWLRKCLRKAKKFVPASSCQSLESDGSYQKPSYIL
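Test system: HUVEC | Signal: Immunofluorescence imaging | Read-out: Percent E-selectin-positive cells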
* hit, by the source's call; i = inactive; / = not tested or not shown; & = joins results of further samples.

SMILES	Casp6 inh	ERp5 inh	RAD54 inh	ARNT-TACC3 inh	RAD52 inh	PglD DTNB	esBAF inh	E-sel inducer
COc1cccc(Cn2c(=O)oc3ccccc32)c1	-2	-3	-8	-5	-4	1	34	0.3
Cc1ccc(CN2C(=O)C(C)Sc3ccc(C#N)cc32)cc1 (centres undefined)	2	5	10	/	-5	-3	-1	/
CO[C@H]1CN(C)C(=O)c2ccc(NC(=O)C3CCCC3)cc2OC[C@@H](C)N(C)C[C@H]1C	-2	0	1	3	2	1	-1	-0.3
O=S(=O)(N[C@H]1CC[C@H](CCn2cc(-c3cccc(F)c3)nn2)O[C@@H]1CO)c1ccccc1	-2	5	3	-6	5	-1	1	-1.6
Cc1ccc(S(=O)(=O)N(C)C[C@@H]2Oc3ccc(NC(=O)Nc4ccc(F)cc4)cc3C(=O)N([C@H](C)CO)C[C@H]2C)cc1	0	3	-1	6	15	-2	-5	0.6
Cc1cc(NC(=O)C(C)SCC(=O)Nc2cc(C(F)(F)F)ccc2N2CCOCC2)no1 (centres undefined)	1	2	-5	0	-12	0	/	-0.4
Cc1noc(C)c1NC(=O)Nc1ccc2c(c1)C(=O)N([C@H](C)CO)C[C@H](C)[C@H](CN(C)C(=O)Nc1ccc(F)cc1)OCCCC[C@H](C)O2	1	-2	23	-6	2	3	3	0.0
COc1ccc(S(=O)(=O)NCC2CCCO2)cc1NC(=O)c1ccccc1F (centres undefined)	/	2	-3	0	-19	3	-4	2.3
COc1ccc(OC)c(/C=N/NC(=O)CSc2cc(C)nc3c(OC)cccc23)c1	0	-5	/	3	-33	/	/	/
CCC/C=C1/CCCOC(C(=O)NCc2ccccn2)(C(F)(F)F)C1 (centres undefined)	-8	3	-7	/	-6	5	2	-0.2
Cc1nn(C)cc1/C=N/NC(=O)Cn1nccc1C	-1	4	1	-2	-11	0	/	6.4
COc1ccc(C(=O)c2ccc(N(C)C)cc2)c2ccccc12	/	/	-2	-6	/	-2	-5	/
Cc1noc(C)c1NC(=O)Nc1ccc2c(c1)C(=O)N([C@H](C)CO)C[C@H](C)[C@@H](CN(C)CC1CC1)OCCCC[C@@H](C)O2	0	6	0	0	-8	2	4	0.1
CC(O)CNCCCOc1cccc(C(F)(F)F)c1 (centres undefined)	-7	0	/	-3	-13	/	/	/
Cn1nc(C2CC2)cc1NC(=O)C1(C)CCN1C(=O)Cc1ccc(-c2ccccc2)cc1 (centres undefined)	2	8	-7	/	-5	-4	4	0.0
COc1cc(C(=O)N2CCN(Cc3ccc4c(c3)OCO4)CC2)c([N+](=O)[O-])cc1OC	-3	2	-6	-17	0	-4	-3	/
C=CCOc1c(Br)cc(/C=N/NC(N)=O)cc1OC	-2	4	0	2	-8	-3	/	-1.2
O=c1[nH]c2cc3c(cc2cc1CN(Cc1ccco1)C(=S)NCC1CCCO1)OCCO3 (centres undefined)	4	1	-4	-1	-25	-6	5	/
O=C(CSc1nnc(CN2CCCCC2)n1-c1ccccc1)c1ccc2c(c1)OCO2	-1	5	0	2	-18	1	/	/
Nc1ccc2cc3[nH]c4cc(N)ccc4c3nc2c1	-39	-6	/	-3	i	/	-81	1.5
COc1ccc(C2Nc3ccccc3C(=O)N2c2ccccc2)cc1Cn1cc([N+](=O)[O-])cn1 (centres undefined)	-1	-1	2	/	-15	0	31	/
C#CCNC(=O)C1=C[C@@H](c2coc3ccccc3c2=O)C[C@@H](OCc2ccc(CO)cc2)O1	3&1	0&-1	3	1	-19&21	4	4	0.3
Cc1nc(/C=[N+](\[O-])C(C)(C)/C=N/O)n(O)c1C	/	/	-14	2	/	2	-4	/
Cc1ccc(S(=O)(=O)Nc2cccc(-c3ccc(N4CCCCCC4)nn3)c2)c(C)c1	-2	0	-1	2	-16	-3	70*	/
COc1ccc(C(C#N)=Cc2cccc(OC)c2OC)cc1	2	-3	12	/	0	/	39	0.6
C/C(=N/NC(N)=S)c1cc2ccc(O)cc2oc1=O	42*	0	-19	39*	-143	-8	0	/
O=C1CCCN2N=C(SCC(=O)N3N=C(c4ccc(Br)cc4)CC3c3ccc(F)cc3)SC2=N1 (centres undefined)	1	-7	0	-5	-14	-1	2	-1.3
Cc1c(NC(=O)COC(=O)Cn2cc(C(F)(F)F)ccc2=O)cccc1[N+](=O)[O-]	1	6	5	-5	-4	-4	0	/
C[C@H]1CN([C@@H](C)CO)C(=O)c2cccc(NS(=O)(=O)c3ccc(F)cc3)c2O[C@@H]1CN(C)C(=O)Nc1ccc2c(c1)OCO2	5	11	-3	-12	0	-1	-1	1.4
O=C(NCc1ccc(F)cc1)C1CC(=O)N(Cc2ccco2)C1 (centres undefined)	0	-10	-4	3	-10	-2	/	/

Printed as active in Casp6 inh (from the list above):
smiles	Casp6 inh	ERp5 inh	ARNT-TACC3 inh	RAD52 inh	PglD DTNB	esBAF inh
C/C(=N/NC(N)=S)c1cc2ccc(O)cc2oc1=O	42*	0	39*	-143	-8	0

(listing goes on)
SMILES	Casp6 inh	ERp5 inh	RAD54 inh	ARNT-TACC3 inh	RAD52 inh	PglD DTNB	esBAF inh	E-sel inducer
O=c1cnnc(N/N=C/c2cccs2)[nH]1	2	1	/	62*	-5	/	-4	2.3
C/C(=N\NC(=O)c1nn(C)c(C)c1Br)c1ccc(NC(=O)C2CCCC2)cc1	0	2	-3	-7	1	-5	12	-0.1
Cc1nc(SCC(=O)N2CCOCC2)c2c(C)c(C)sc2n1	5	-1	19	20	-15	-1	-1	-0.1
O=C(Cc1ccccc1)N1C[C@H]2[C@@H](c3ccccc31)[C@@H](CO)N2C(=O)C1CCOCC1	-4	-3	-2	-2	4	-2	10	0.0
COC(=O)Nc1ccc(C)c2nsnc12	/	/	-5	-9	/	1	7	/
C[C@H](CO)N1C[C@H](C)[C@H](CN(C)S(=O)(=O)c2ccccc2)Oc2ncc(-c3ccc(F)cc3)cc2C1=O	-1	-4	4	4	-10	0	4	-0.3
CC(C)CNC(=O)COC(=O)c1c2c(nc3ccccc13)/C(=C/c1cccs1)CC2	/	/	-4	-4	/	-2	/	0.2
COc1ccc2c3c([nH]c2c1)[C@H](CO)N(C(=O)NC(C)C)CC31CN(C(=O)C2CCCC2)C1	0	67*	/	/	4	/	/	0.3
Cn1cc(C(CC(=O)O)C(=O)O)c2ccccc21 (centres undefined)	43*	2	0	-4	-6	0	-2	/
FC(F)C(F)(F)C1=CC(c2ccccc2)=NCCN1	/	/	-7	-1	/	-1	3	/

Whole records, quoted from the list:
`O=c1cnnc(N/N=C/c2cccs2)[nH]1` is listed as Casp6 inh = 2; ERp5 inh = 1; RAD54 inh = /; ARNT-TACC3 inh = 62*; RAD52 inh = -5; PglD DTNB = /; esBAF inh = -4; E-sel inducer = 2.3
`Cc1nc(SCC(=O)N2CCOCC2)c2c(C)c(C)sc2n1` is listed as Casp6 inh = 5; ERp5 inh = -1; RAD54 inh = 19; ARNT-TACC3 inh = 20; RAD52 inh = -15; PglD DTNB = -1; esBAF inh = -1; E-sel inducer = -0.1

Going on with the list.
SMILES	Casp6 inh	ERp5 inh	RAD54 inh	ARNT-TACC3 inh	RAD52 inh	PglD DTNB	esBAF inh	E-sel inducer
CCn1c(CNc2ccc(Cl)cc2)nnc1SCC#N	-1	5	/	-5	-1	/	/	56*
C[C@H]1CN([C@@H](C)CO)C(=O)Cc2cc(NS(=O)(=O)c3ccc(Cl)cc3)ccc2O[C@@H]1CN(C)C(=O)Nc1ccc(C(F)(F)F)cc1	3	0	-1	-3	9	-1	-2	-0.1
Cc1cc(C)cc(NC(=O)[C@@H](NC(=O)c2ccco2)C(C)C)c1	-5	3	-2	5	-8	1	-7	/
O=C(CC12CC3CC(CC(C3)C1)C2)NCc1ccc(F)cc1	-3	-1	-1	-12	-8	4	4	/
Cc1oc2c(F)c(F)c(F)c(F)c2c1S(=O)(=O)Nc1cccc(C(F)(F)F)c1	7	-2	-9	/	-21	-15	/	-0.1
O=C(CN(Cc1ccc2c(c1)OCO2)C(=O)CSc1nc2ccccc2o1)NC1CCCCC1	/	/	0	1	/	3	4	/
CC(C)NC(=O)N1[C@H](CO)[C@@H](c2ccccc2)C12CN(Cc1ccccc1)C2	-1	1	/	/	-18	/	/	0.0
CC(C)C#Cc1cnc2c(c1)C(=O)N([C@H](C)CO)C[C@@H](C)[C@H](CN(C)C(=O)Cc1ccccn1)O2	0	5	-6	/	-8	-2	1	-0.1
COc1cc(S(C)=O)ccc1-c1nc2ncccc2[nH]1 (centres undefined)	1	0	-1	0	-15	0	-1	0.1
O=C(NNC(=O)c1cccc(S(=O)(=O)N2CCc3ccccc32)c1)c1ccccc1	-1	2	/	/	3	/	/	-0.9
COc1ccc(CN2C[C@H]3CCCN3c3cc(Br)ccc3S2(=O)=O)cc1	/	/	-3	1	/	-4	-18	/
O=C(CNC(=O)c1ccc(Br)o1)NCc1ccc(Cl)cc1Cl	2	4	0	3	14	2	/	-0.1
CC1C/C(=N\NC(=O)c2cccnc2)CC(C)(C)C1 (centres undefined)	9	0	0	2	-4	-3	-5	3.8
CO[C@H]1CN(C)C(=O)c2ccc(NC(=O)c3ccccc3)cc2OC[C@@H](C)N(C(=O)C2CC2)C[C@H]1C	/	/	1	-3	/	6	6	-0.2
CCSc1nc(-c2ccco2)ccc1C#N	/	/	-4	3	/	-6	5	-0.8
O=C(/C(=N/N=C/c1ccc(O)c(O)c1)c1ccccc1)c1ccccc1	44*	0	0	16	-5	-15	/	1.3
O=C(N/N=C\c1ccccc1)c1sccc1-n1cccc1	/	/	-10	2	/	1	17	/
CCOC(=O)C1(CCCc2ccccc2)CCN(C(=O)Cc2nonc2C)CC1	4	1	/	-8	0	/	/	/
CS(=O)(=O)Nc1ccc2c(c1)[C@@H]1C[C@H](CC(=O)NCc3ccccc3)O[C@@H](CO)[C@@H]1O2	-1	1	11	-13	3	3	-1	-0.4
CC(C)C#Cc1ccc([C@H]2[C@@H](CO)N3C(=O)CN(C(=O)NC4CCCCC4)C[C@H]23)cc1	4	-4	/	/	-6	/	/	0.6
O=C(Cc1cccs1)N(c1ccc(Br)cc1)C1C=CS(=O)(=O)C1 (centres undefined)	2	1	/	-15	-5	/	/	13

Taken from above.
ARNT-TACC3 inh, Cc1ccc(S(=O)(=O)N(C)C[C@@H]2Oc3ccc(NC(=O)Nc4ccc(F)cc4)cc3C(=O)N([C@H](C)CO)C[C@H]2C)cc1 : 6
esBAF inh, FC(F)C(F)(F)C1=CC(c2ccccc2)=NCCN1 : 3
ARNT-TACC3 inh, O=C(NCc1ccc(F)cc1)C1CC(=O)N(Cc2ccco2)C1 (centres undefined) : 3
RAD54 inh, O=c1[nH]c2cc3c(cc2cc1CN(Cc1ccco1)C(=S)NCC1CCCO1)OCCO3 (centres undefined) : -4
